zVAD death inh: blocks zVAD induced death of L929 cells; viability rescue, % at 10 µM; hit rate 0.38% among 220,000; L929 zVAD necroptosis rescue, ATP luminescence, 24 h; with zVAD 60 µM;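 active = activation, scaled between plate controls, above about 75%, limit read from the data; inactive = activation under that limit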;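 also: 0% = zVAD with DMSO and 100% = DMSO alone without zVAD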
Hck-Nef inh: inhibitors of human Hck kinase activated by Nef | P08631 | Recombinant Hck-YEEI plus Nef, Z-Lyte FRET kinase assay | inhibition, % at 20 µM | hit rate 0.68% among 220,000 | AID 463187;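 active = Hck-Nef kinase inhibition above about 50%, limit read from the data; inactive = inhibition below that limit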;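 also: 0% = DMSO with Hck plus Nef and 100% = Hck alone without Nef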
Runt-SMMHC FRET: Runt domain-CBFb-SMMHC interaction inhibition; Q01196+Q13951; Cerulean-Runt/Venus-CBFb-SMMHC FRET ratio 530/480, 1 h; inhibition, % at 20 µM; hit rate 0.74% among 220,000;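 active = mean inhibition across duplicate retests at 20 µM reaching about 50%, limit read from the data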;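 also: 0% = DMSO wells and 100% = wells with excess untagged CBFb-SMMHC; inhibitors lower the FRET ratio by blocking Runt binding to CBFb-SMMHC; some results filed as inactive read as strong as hits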
PERK inh: inhibitors of human PERK kinase; Q9NZJ5; CHO PERK-DD fusion, SEAP luminescence translation reporter; inhibition, % at 5.6 µM; hit rate 0.17% among 220,000;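 active = inhibition above the mean inhibition of all tested compounds plus 3 SD, set separately per screening campaign, cut at about 2.9% in these data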;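 also: PERK kinase domain activated by AP20187 dimerizer at 100 nM; 0% = DMSO with dimerizer and 100% = rapamycin at 8.4 µM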
Target sequence (Q9NZJ5 whole entry, looked up, the tested form may be a part): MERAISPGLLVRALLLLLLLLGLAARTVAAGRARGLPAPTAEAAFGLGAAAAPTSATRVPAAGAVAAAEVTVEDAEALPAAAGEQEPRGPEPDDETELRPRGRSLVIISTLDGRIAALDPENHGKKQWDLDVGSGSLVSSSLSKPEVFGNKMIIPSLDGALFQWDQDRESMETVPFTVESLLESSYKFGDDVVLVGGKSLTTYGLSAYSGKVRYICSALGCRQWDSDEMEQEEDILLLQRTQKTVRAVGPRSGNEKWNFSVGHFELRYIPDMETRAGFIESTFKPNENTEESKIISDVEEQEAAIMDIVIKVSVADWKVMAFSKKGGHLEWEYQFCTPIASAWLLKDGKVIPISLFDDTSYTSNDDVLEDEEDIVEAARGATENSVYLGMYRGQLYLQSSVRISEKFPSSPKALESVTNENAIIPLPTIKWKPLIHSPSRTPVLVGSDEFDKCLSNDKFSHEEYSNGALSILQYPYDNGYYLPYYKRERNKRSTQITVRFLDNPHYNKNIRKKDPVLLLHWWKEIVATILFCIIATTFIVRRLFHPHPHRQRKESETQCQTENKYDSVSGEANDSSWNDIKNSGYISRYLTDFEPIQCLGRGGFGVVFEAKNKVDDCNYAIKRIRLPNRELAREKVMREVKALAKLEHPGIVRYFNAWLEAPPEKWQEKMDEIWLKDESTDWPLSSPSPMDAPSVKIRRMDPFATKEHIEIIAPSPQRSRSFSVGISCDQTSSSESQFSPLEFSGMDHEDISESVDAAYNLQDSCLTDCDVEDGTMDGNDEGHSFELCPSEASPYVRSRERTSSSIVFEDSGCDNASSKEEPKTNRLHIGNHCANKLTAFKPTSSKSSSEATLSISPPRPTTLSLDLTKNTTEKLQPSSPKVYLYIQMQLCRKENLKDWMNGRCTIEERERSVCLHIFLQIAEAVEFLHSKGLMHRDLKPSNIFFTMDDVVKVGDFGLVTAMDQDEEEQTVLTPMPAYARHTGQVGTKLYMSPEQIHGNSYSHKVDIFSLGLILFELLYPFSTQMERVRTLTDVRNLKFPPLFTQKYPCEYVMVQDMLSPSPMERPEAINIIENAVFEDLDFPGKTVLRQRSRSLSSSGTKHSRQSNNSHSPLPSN
TNF necrop inh: TNF-alpha cell death inhibition in Jurkat FADD-/- cells; Jurkat FADD-/- TNF necroptosis rescue, ATP luminescence, 24 h; 0 = TNF only, 100 = no-TNF cells; activation (protection from cell death), % at 10 µM; hit rate 0.068% among 220,000; AID 463075;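 active = activation, meaning protection from cell death, of at least 50% relative to plate controls; inactive = activation below 50%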;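 also: necroptosis triggered by 40 ng/mL TNF-alpha added together with compound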
EP2 antag: inhibitors of human EP2 prostaglandin E2 receptor | P43116 | C6 glioma cells expressing human EP2, cAMP TR-FRET; cells stimulated with saturating PGE2 | inhibition, % at 25 µM | hit rate 0.52% among 260,000 | AID 1422;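 active = percent inhibition above 40 after rounding to a whole number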;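 also: rat C6 glioma host cells with rolipram phosphodiesterase inhibitor present; the protocol text gives 20 µM as final concentration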
Runt-CBFb FRET: inhibitors of human RUNX1 Runt domain binding to CBFb | hit rate 0.46% among 220,000 | Q01196+Q13951 | inhibition, % at 20 µM | Cerulean-Runt/Venus-CBFb FRET ratio 530/480, 1 h;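 active = inhibition over about 50% at 20 µM in the single-dose screen, limit read from the data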;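 also: 0% = DMSO wells and 100% = excess unlabeled CBFb competitor control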
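Assay system: Cerulean-Runt domain fusion protein, energy donor; Signal: fluorescence energy transfer, 422 nm excitation, 530/480 nm emission; Timing: 1 h compound exposure, room temperature; Control set: unlabeled CBFb; Medium: Tris buffer pH 7.5 with salts and BSA; Compound: single test concentration of 20 µM, 1% DMSO final; Probe or stimulus: Venus-CBFb 100 nM.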
EP2 modulator: modulators of human EP2 prostaglandin E2 receptor. P43116. EP2-expressing cells, cAMP HTRF FRET, PGE2 co-stimulation. induction, % at 25 µM. hit rate 0.83% among 260,000;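 active = compounds whose cAMP rise, as percent of the full-agonist control response, exceeds 60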;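 also: rat C6 glioma line stably carrying human EP2 under a CMV promoter; the protocol text gives 20 µM as final concentration; 100% = response of wells given 1 µM PGE2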
RBBP9 inhibitor: human RBBP9 hydrolase inhibition; inhibition, % at 7.94 µM; hit rate 0.2% among 220,000; O75884; recombinant RBBP9, FP-Rh probe fluorescence polarization; AID 1515;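 active = inhibition above the campaign mean of all tested compounds plus 3 SD, cut at about 14% in these data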;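 also: plate controls were DMSO wells with RBBP9 for no effect and wells lacking RBBP9 protein for full effect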
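System: RBBP9 protein / Buffer or medium: Tris/NaCl buffer pH 8.0 with 0.1% Pluronic / Probe or stimulus: Serine-hydrolase probe FP-Rh, 375 nM pre-mixing / Dosing: 7.94 µM single dose, 0.794% DMSO / Times: enzyme-compound preincubation 30 min, then probe labeling 45 min, 25 °C / Technique: fluorescence polarization (mP), excitation 525 nm, emission 598 nm / Replication: singlicate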
The depositor's hits bear a star; . = not tested or not shown.

Each structure is followed by: zVAD death inh | Hck-Nef inh | Runt-SMMHC FRET | PERK inh | TNF necrop inh | EP2 antag | Runt-CBFb FRET | EP2 modulator | RBBP9 inhibitor
COC(CNC(=O)C1CC(=O)N(CCc2ccccc2)C1)OC (stereo not given)
  -0.4 | -1 | -1 | -1.2 | 0.9 | 13 | 0 | 9 | 4
N#Cc1ccccc1OCC(O)CS(=O)(=O)c1ccccc1 (stereo not given)
  1.1 | 1 | -1 | 0.5 | 0.1 | 12 | 2 | 3 | -3
Cc1c(NC2(C#N)CCCC2)c(=O)n(-c2ccccc2)n1C
  1.9 | 22 | -2 | 1.8 | 1.0 | 2 | 0 | 4 | -5
O=C(O)c1ccccc1C(=O)c1ccc(Oc2ccccc2)cc1
  1.1 | 6 | -3 | 1.1 | 0.8 | 7 | -1 | 22 | 9
Cc1oc(-c2ccccc2Cl)nc1CS(=O)CC(=O)NCc1cccs1 (stereo not given)
  -0.6 | -1 | 0 | -0.5 | -0.8 | 10 | 3 | -12 | -11
CC(C)CC1NC(=S)N(Cc2ccccc2)C1=O (stereo not given)
  5.4 | 4 | -1 | 0.3 | 3.5 | 6 | 0 | -16 | -4
N#Cc1c(N2CCCCC2)nc(N)c2c(N)nc3c(c12)CC(c1ccccc1)O3 (stereo not given)
  -0.3 | 5 | 1 | -0.1 | 0.3 | 20 | . | 21 | -2
COc1ccccc1NC(=O)COc1ccc(/C=N/NC(=O)CSCc2cc(C)cc(C)c2)cc1
  2.8 | 19 | -1 | 1.1 | 0.6 | 8 | 0 | 14 | -6
CC(C)c1nc(N2CCCC2)c(C#N)c2c1CCCC2
  0.2 | 0 | -2 | 0.0 | -0.2 | 7 | 0 | 25 | 3
CCc1ccc(Nc2n[n+](C)c(-c3ccc(C(=O)O)cc3)s2)cc1
  -0.6 | 26 | 0 | . | 0.9 | . | 3 | 11 | .
Cc1cc(C)cc(NC(=O)c2ccc(Cn3nc(C)c(Cl)c3C)o2)c1
  1.3 | 7 | 4 | -0.6 | 4.0 | 19 | -6 | -24 | -15
Cc1ccc(NC(=O)C[n+]2ccccc2)cc1[N+](=O)[O-]
  -0.1 | 0 | 5 | 2.2 | -2.1 | 3 | 1 | 9 | -6
CCOC(=O)N1CCC(NC(=O)C2CCN(C(=O)N3CCOc4ccccc43)CC2)CC1
  -0.2 | 0 | -7 | -0.9 | 1.1 | 9 | 1 | 20 | -6
O=C(c1cc2c(s1)CCC2)N1CCN(c2ccccc2)CC1
  0.1 | 17 | -11 | -1.3 | -3.3 | 17 | 0 | -2 | -5
CCOC(=O)C1=C(CP(=O)(c2ccccc2)c2ccccc2)NC(=O)NC1c1ccc(Cl)cc1 (stereo not given)
  -0.5 | 0 | 4 | -0.8 | 1.1 | 10 | -2 | 33 | -8
CC(=O)N1CCN(c2ccc(S(=O)(=O)N3CCCCC3)cn2)CC1
  -0.1 | 1 | -8 | -0.1 | -0.5 | 6 | -2 | 3 | 0
Cc1ccc(C2Nc3ccccc3-c3nc4ccccc4n32)o1 (stereo not given)
  0.0 | 3 | 2 | -0.2 | -0.6 | 20 | -3 | 14 | -14
Cc1noc(COc2ccccc2OCC(N)=O)c1Cl
  -0.5 | 1 | -1 | 0.2 | 0.5 | 15 | 2 | 0 | 11
Cn1c(CO)cnc1SCc1ccc(F)cc1
  2.1 | -16 | 1 | -1.1 | -2.5 | 5 | 2 | 10 | -4
CN(C)c1ccc(CN2CCCC(O)C2)cc1 (stereo not given)
  -0.6 | -3 | 2 | 0.9 | 1.1 | 8 | -2 | 9 | -1
O=C(c1ccccc1)N1CC(COc2ccccc2)OC(c2cccnc2)O1 (stereo not given)
  0.5 | 2 | -8 | 0.5 | 0.2 | 9 | -1 | -14 | -3
CCN(CC)CCn1c(=S)[nH]c2cc(C(=O)N3CC=C(c4ccccc4)CC3)ccc2c1=O
  6.4 | 23 | 1 | -0.3 | 1.1 | 7 | 7 | 8 | -2
CCCNC(=O)CN(c1ccc(F)cc1)S(=O)(=O)c1ccc2c(c1)OCCO2
  0.3 | -14 | 0 | 0.3 | -0.3 | -1 | 2 | 1 | -1
C#CCOCCOCCOCCNc1nc(N2CCN(C(=O)[C@H](CCC(=O)O)n3cc(C(N)Cc4ccc(O)cc4)nn3)CC2)nc(N2CCN(C(=O)[C@H](CCC(=O)O)n3cc(C(N)Cc4ccc(O)cc4)nn3)CC2)n1 (stereo not given in full)
  -0.6 | 4 | -3 | 0.8 | -0.7 | 14 | -1 | -21 | 4
CC(CCc1ccccc1)NC(=O)C(=O)NCCO (stereo not given)
  0.1 | 1 | 2 | 1.3 | -1.3 | 9 | 0 | -4 | -4
CC1(C)CC(=O)N(c2ccccc2)C1(C)O (stereo not given)
  0.1 | 1 | 4 | 0.9 | -0.4 | 4 | -1 | 16 | 8
Cc1ccc(C2(c3ccc(C)cc3)CC2C(=O)Nc2ccc([N+](=O)[O-])cc2O)cc1 (stereo not given)
  0.6 | 1 | 0 | 0.5 | -22 | 3 | 2 | 57 | -6
O=C(Nc1ccc2nsnc2c1)NC1CCCCC1
  1.1 | 4 | 6 | 0.7 | 7.0 | . | 2 | -29 | 9
COc1ccc(OC)c(-c2csc(NC(=O)CSc3ccc([N+](=O)[O-])cc3)n2)c1
  1.1 | 0 | 3 | -1.2 | 2.6 | 4 | 1 | -94 | -12
COc1ccc(CCC(=O)NCCc2cn3c(C)csc3n2)cc1
  2.0 | 4 | -2 | 0.8 | 0.5 | 7 | 2 | 1 | -2
CC1CN(c2nc(Nc3ccccc3)nc(N)c2[N+](=O)[O-])CC(C)O1 (stereo not given)
  2.5 | 8 | -7 | -1.6 | -2.6 | 6 | -4 | 19 | 3
C(=N/N1CCN(c2ccccc2)CC1)/c1ccncc1
  0.4 | 6 | 0 | 1.6 | -0.4 | 5 | -2 | -15 | -1
CCSc1nnc2c(n1)OC1(CCCC1)Nc1ccccc1-2
  1.1 | 2 | 0 | 1.6 | 0.4 | 13 | 0 | 17 | -11
Cc1csc(SCC(=O)c2c(N)n(C)c(=O)n(C)c2=O)n1
  -0.4 | 0 | 0 | -0.6 | -3.1 | . | 1 | 22 | -8
COc1ccc(NC(=S)Nc2cccc(Cl)c2)cc1OC
  -0.8 | 26 | 3 | -0.1 | -0.2 | 4 | 16 | -51 | 3
O=C(Cc1csc(Nc2nc(=S)[nH]c3ccccc23)n1)N1CCN(c2cccc(C(F)(F)F)c2)CC1
  -1.8 | 18 | -18 | 0.4 | 1.6 | 4 | -12 | -27 | -1
CCOC(=O)C1CCN(Cc2cn[nH]c2-c2ccccc2)CC1
  0.9 | 0 | 0 | 0.8 | 1.2 | 1 | -1 | 40 | 6
COc1ccc(C(=O)C2CCCN(C(=O)C3=CCCC3)C2)cc1OC (stereo not given)
  5.4 | 22 | -3 | 0.1 | 1.1 | 14 | 1 | -13 | -2
CCc1nnc(NC(=O)Nc2ccccc2OC)s1
  0.4 | 2 | 2 | 0.2 | -3.6 | 3 | 1 | 37 | -6
NC(=O)C(c1ccccc1)C1CCCC1 (stereo not given)
  0.0 | 7 | 0 | 0.8 | 2.7 | 3 | 2 | 12 | 0
Cc1c(Cl)cccc1NC(=O)Cn1cccc1
  -0.3 | 2 | 3 | 0.8 | 4.5 | 8 | 3 | -6 | -4
Cc1nn(Cc2ccc([N+](=O)[O-])cc2)c(=O)n1-c1ccccc1
  0.9 | -1 | 0 | -0.2 | 4.1 | 4 | -1 | 42 | -14
O=C(O)CCCNC(=O)c1cccc(C(=O)NCCCC(=O)O)n1
  0.1 | 4 | -1 | 0.9 | 2.2 | 11 | -3 | 34 | -3
OC(CSc1ccc(F)cc1)CN1CCN(c2ccccc2)CC1 (stereo not given)
  -0.1 | 22 | -3 | 1.4 | 0.5 | 6 | -2 | -30 | 5
COCCCN1C(=O)C(=O)/C(=C(/O)c2ccc(OC(C)C)cc2)C1c1ccncc1 (stereo not given)
  1.2 | -2 | 4 | 1.2 | 1.1 | 15 | 0 | 18 | 2
Cc1noc(/C=C/c2ccco2)c1S(=O)(=O)N1CCC(C(=O)N2CCc3ccccc3C2)CC1
  1.4 | 51* | -13 | -0.2 | -4.0 | . | -5 | -11 | -9
COc1cccc(C(C)NC(=O)Nc2cc(Cl)ccc2OC)c1 (stereo not given)
  1.4 | 1 | -6 | 0.0 | -0.4 | 7 | 0 | 12 | -7
CN(C(=O)COc1ccc(Cl)cc1Cl)c1nnc(C23CC4CC(CC(C4)C2)C3)s1
  . | -7 | 2 | 1.5 | 2.0 | 25 | 2 | 20 | 2
Cc1cccc(Nc2nc(NCC3CCCO3)nc(N)c2[N+](=O)[O-])c1 (stereo not given)
  0.2 | 2 | -5 | 1.3 | 3.0 | 6 | -2 | 24 | -3
Cc1ccc(C)c(SCC(=O)OC/C(O)=C(\C#N)c2nc3ccccc3[nH]2)c1
  78* | 34 | 39 | -0.5 | -1.5 | 7 | 22 | -31 | -8
COc1ccccc1-c1nnc(SCC(=O)Nc2cc(C)on2)o1
  -0.2 | -1 | 1 | 0.9 | -1.6 | 1 | 3 | -9 | -4
Cc1cc(C)nc(N2N=C(CSc3ccc(Cl)cc3)CC2=O)n1
  1.3 | -7 | 0 | 0.9 | -0.1 | 6 | -1 | -4 | 3
COCCN(CCOC)C(=O)COC(=O)c1cc([N+](=O)[O-])ccc1Cl
  -0.6 | 20 | 3 | -0.3 | -0.3 | 1 | 2 | 13 | -4
COc1ccc(NC(C)=O)cc1NC(=O)CN1CCN(c2ccccn2)CC1
  2.0 | 0 | 10 | -0.8 | 4.1 | . | 0 | -30 | 3
Cc1cc(C(F)(F)F)n(-c2ccc(N)cc2)n1
  1.8 | 24 | -2 | 0.7 | 0.0 | 11 | -2 | 8 | -6
COc1ccccc1CNC(=O)C(=O)NCC1OCCN1C(=O)c1cccs1 (stereo not given)
  -1.2 | 7 | 3 | 0.7 | 0.8 | 9 | 0 | -5 | -8
O=C(NCCOc1cccc2cccnc12)c1cccs1
  1.8 | 18 | 2 | -0.3 | 2.6 | 6 | 1 | -20 | -1

These rows are one share of the data, so the mix of outcomes need not match the whole.
